# FBPA coupling cs = inhibits coupling enzyme system, counter-screen for aldolase hits | hit rate 0.67% among 290,000 | activity change, negative = inhibition, % at 58.2 µM, hits read low | AID 2472 | coupling enzyme system counterscreen, AmpLite Red fluorescence; in the data active means activity change below about -30%; further: on the % scale 0 is the no-effect control and ±100 the full control effect
#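 Activity here indicates interference with the coupling reaction, not aldolase inhibition. Compounds at 57.5 uM final met coupling enzymes for 10 min at RT; substrate and AmpLite Red detection followed, with a 525/598 nm fluorescence read after 20 min.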
# ASM inhibitor = human S-ASM enzyme inhibition; AID 504937; placental ASM, HMU-PC fluorogenic substrate, 60 min; Potency, µM (series often up to 57.5 µM), inactives show at the highest dose activity change, negative = inhibition, hits mostly inhibitors; hit rate 0.006% among 340,000; further: potency means the concentration at half of the fitted maximal effect
#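 HMU-PC0 cleavage (9 uM final) by human placental ASM, 60 min at 37 °C following 10 min compound exposure at RT; stopped at pH 10, fluorescence Ex 386/Em 447 nm.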
# Tb PFK block = T. brucei PFK enzyme inhibition. T. brucei PFK, ADP-Glo luminescence. Potency, µM (top dose mostly 57.5 µM), inactives show top-dose activity, negative = inhibition, usual class: inhibitors. hit rate 0.17% among 330,000. AID 485367;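 further: potency means the concentration at half of the fitted maximal effect; 0% = uninhibited 1x PFK enzyme wells and -100% = no-enzyme wells; nearly all actives have a fitted effect of over 60% in size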
#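 PFK 1.25 nM, F6P 0.5 mM, ATP 0.1 mM, 0.1 M TEA pH 8.0, 5 mM MgCl2, 0.01% Tween20, 0.1% BSA; 45 min RT. ADP-Glo readout. qHTS titration up to 57 uM; curves fitted, compounds curve-classed.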
# Menin MLL FP TR = menin-MLL binding inhibition, Texas Red mutant peptide | AID 1768 | O00255 | Menin + Texas Red MLL mutant peptide, fluorescence polarization | Potency, µM (highest dose often 61.6 µM), for the others: at the highest dose FP activity change, negative = inhibition, usual class: inhibitors | hit rate 0.23% among 270,000; active means well fitted inhibition curve with a large enough effect in the polarisation, with a control signal flat, not every such curve was filed as active; inconclusive means small, poorly fitted or top-dose-only effect, or effect the other way, or a change in a side signal; inactive means no such curve, though single readings can be large or run the other way; the % refers to the polarisation; further: potency means the concentration at half of the fitted maximal effect; % of control where 0% means no effect; many of its hits are not listed in these tables
# GALK inh = galactokinase (human) inhibition; P51570; Purified GALK, Kinase-Glo residual ATP luminescence; Potency, µM (titrated, usually from 57.5 µM), inactives show at the highest dose activity change, negative = inhibition, usual class: inhibitors; hit rate 0.007% among 270,000; AID 1868; further: potency means the concentration at half of the fitted maximal effect; on the % scale 0 is the no-effect control and ±100 the full control effect
# Target sequence (P51570 whole entry, looked up): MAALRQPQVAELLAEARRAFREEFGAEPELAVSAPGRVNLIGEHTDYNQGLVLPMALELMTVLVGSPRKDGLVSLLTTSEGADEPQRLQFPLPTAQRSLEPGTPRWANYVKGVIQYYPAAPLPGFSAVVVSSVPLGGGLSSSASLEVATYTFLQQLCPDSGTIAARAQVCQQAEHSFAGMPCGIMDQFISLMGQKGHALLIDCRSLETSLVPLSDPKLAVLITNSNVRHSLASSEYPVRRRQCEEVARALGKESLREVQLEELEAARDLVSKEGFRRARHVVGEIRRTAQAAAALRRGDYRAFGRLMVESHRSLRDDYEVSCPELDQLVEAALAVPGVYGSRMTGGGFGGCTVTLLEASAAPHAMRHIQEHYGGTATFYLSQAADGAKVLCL
#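 Human GALK (5 nM) with 35 uM ATP and 100 uM galactose in 20 mM HEPES pH 8.0, 5 mM MgCl2, 60 mM NaCl, 1 mM DTT, 0.01% BSA. After 1 h at room temperature, leftover ATP was read by Kinase-Glo Plus luminescence.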
# BCR signal inh = blocks chronic active B-cell receptor signaling; Potency, µM (highest dose often 46.1 µM), inactives show at the highest dose ratio change, negative = lower green/red ratio, actives largely listed as inhibitors; hit rate 0.05% among 340,000; ABC-DLBCL IkBa-CBG/CBR reporter, luminescence ratio, 4 h; active means well fitted inhibition curve with a large enough effect in the signal ratio, with a control signal flat, not every such curve was filed as active; inconclusive means small, poorly fitted or top-dose-only effect, or effect the other way, or a change in a side signal; the % refers to the signal ratio;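 further: potency means the concentration at half of the fitted maximal effect; plate controls were basal doxycycline-induced cells for no effect and cells given 10 µM MG132 for full effect; MG132 reads +100%, hits lower the ratio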
#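 TMD8 ABC-DLBCL cells carrying doxycycline-inducible green luciferase fused to IkappaBalpha plus unfused red luciferase were exposed to compounds (up to 46 uM) for 4 hrs at 37C. Activity came from the overlap-corrected green/red luminescence ratio.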
# Giardia killer = kills Giardia lamblia; AID 540267; activity change, % at 7.66 µM, hits read low; hit rate 0.15% among 340,000; Giardia lamblia trophozoite viability; in the data active means activity change below about -80%; inconclusive means between about -30% and that limit;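 further: parasites exposed to compound for two days anaerobically before the ATP read; on the % scale 0 is the no-effect control and ±100 the full control effect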
#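 Luminescence from cellular ATP indicates surviving trophozoites (100 cells/well) following 48 hrs anaerobic compound treatment at 37 deg C; signal develops 15-30 min at room temperature.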
# PTAP TSG101 blk = blocks PTAP/TSG101 interaction to inhibit HIV-1 budding; Q99816; Fluorescence polarization, FITC-PTAP peptide / Tsg101 binding; Potency, µM (top dose mostly 115 µM), for inactives: at the top dose activity change, negative = inhibition, most hits filed as inhibitors; 340,000 tested, under 10 active; active means well fitted inhibition curve with a large enough effect in the main read-out, with a control signal flat, not every such curve was filed as active; inconclusive means small, poorly fitted or top-dose-only effect, or effect the other way, or a change in a side signal; inactive means no such curve, though single readings can be large or run the other way; further: potency means the concentration at half of the fitted maximal effect; % of control where 0% means no effect
#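 Fluorescence anisotropy tracks displacement of a FITC-tagged PTAP peptide (50 nM) from the Tsg101 binding domain (10 uM), following a 20 min room-temperature incubation at pH 7.5.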
# a7 integrin act = integrin-mediated muscular dystrophy alleviation activation. alpha7betagal myoblasts, beta-gal FDG fluorescence, 48 h. Potency, µM (titrated, usually from 38.3 µM), for inactives: at the top dose activation, usual class: activators. hit rate 0.064% among 350,000. AID 624291;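 further: potency means the concentration at half of the fitted maximal effect; 100% = response of the positive control SU9516; nearly all actives have a fitted effect of over 60% in size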
#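 alpha7betagal+/- myoblasts (passage 13, 250/well) treated 48 h at 37C with compounds at 1:260 dilution of DMSO stock. Lysed, then beta-galactosidase activity read as FDG fluorescence (ex 480/em 540) after 30 min, with pre-read for autofluorescence.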
# B2AR arrestin = agonists driving beta-arrestin recruitment to human beta2-adrenergic receptor | beta-arrestin recruitment to beta2AR, cell-based reporter | Potency, µM (highest dose often 46.1 µM), without a hit: at the highest dose activation, actives largely listed as activators | P07550 | hit rate 0.02% among 330,000;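 further: potency means the concentration at half of the fitted maximal effect; 0% = DMSO controls and full agonism = EC100 isoproterenol or metaproterenol; nearly all actives have a fitted effect of over 65% in size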
# PKM2 activator = activators of human pyruvate kinase M2. AID 1631. Potency, µM (top dose mostly 57.5 µM), for the others: top-dose activation, most hits filed as activators. P14618. purified PKM2, Kinase-Glo ATP luminescence, activation; response scale: 0% is enzyme alone, no compound. hit rate 0.34% among 260,000; further: potency means the concentration at half of the fitted maximal effect; on the % scale 0 is the no-effect control and ±100 the full control effect; nearly all actives have a fitted effect of over 55% in size
# Target sequence (P14618 whole entry, looked up): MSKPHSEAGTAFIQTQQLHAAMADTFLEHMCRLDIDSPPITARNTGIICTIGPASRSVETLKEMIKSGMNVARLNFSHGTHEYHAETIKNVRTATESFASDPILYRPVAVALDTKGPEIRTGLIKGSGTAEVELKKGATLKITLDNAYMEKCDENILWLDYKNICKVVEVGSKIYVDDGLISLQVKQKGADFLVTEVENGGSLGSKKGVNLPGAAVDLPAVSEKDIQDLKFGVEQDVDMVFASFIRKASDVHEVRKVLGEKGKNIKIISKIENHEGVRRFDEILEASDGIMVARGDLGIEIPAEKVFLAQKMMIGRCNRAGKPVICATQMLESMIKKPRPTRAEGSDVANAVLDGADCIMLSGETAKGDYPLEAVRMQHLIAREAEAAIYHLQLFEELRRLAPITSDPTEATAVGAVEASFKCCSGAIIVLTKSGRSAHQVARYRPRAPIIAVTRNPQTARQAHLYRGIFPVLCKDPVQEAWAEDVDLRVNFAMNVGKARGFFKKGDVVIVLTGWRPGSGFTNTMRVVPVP
#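 Kinase-Glo luminescence reports ATP generated from ADP (0.1 mM) and PEP (0.5 mM) by purified hPK-M2 after 1 h at room temperature, pH 7.2 imidazole buffer; intermediate enzyme activity allows detecting inhibitors and activators.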
# Starred values were filed as active, the others as inactive; ? = inconclusive; . = not tested or not shown; [ ] = another dose, or the depositor's remark. Unless noted, the call rests on the fitted dose curve; in most records, active means well fitted curve in the direction sought with a large enough effect; inconclusive means small, poorly fitted or top-dose-only effect, or another doubt; inactive means no such curve, though single readings can be large; an effect the other way counts as inactive or inconclusive. The list is partial; rates above refer to the full screens.
1) COC(=O)CSc1ccnc2cc(Cl)ccc12
2) CC(=C/c1ccccc1)/C=N/NC(=O)c1cnccn1
3) O=C1N=C(N2CCCCC2)S/C1=C\c1ccc(Cl)cc1
4) O=C(C(=O)N1CCN(c2ccccc2Cl)CC1)c1c[nH]c2ccccc12
5) COc1ccccc1C1CCN(C(=O)c2ccco2)CC1
6) CCN(CC)S(=O)(=O)c1ccc(NC(=O)COC(=O)c2c[nH]c(=O)[nH]c2=O)cc1

compound no.	1	2	3	4	5	6
FBPA coupling cs	-2	0	2	.	1	2
ASM inhibitor	-4%	-3%	-3%	-6%	0%	6%
Tb PFK block	3%	5%	0%	0%	-1%	0%
Menin MLL FP TR	.	8%	-16%	.	.	.
GALK inh	1%	2%	7%	-6%	-1%	-1%
BCR signal inh	2%	-26%	0%	?	5%	-6%
Giardia killer	-6	-14	5	-3	-16	2
PTAP TSG101 blk	-3%	-8%	-4%	16%	0%	-5%
a7 integrin act	25%	0%	-19%	7%	-3%	-13%
B2AR arrestin	3.3%	-0.4%	0.4%	-0.8%	0.1%	-0.1%
PKM2 activator	25%	-7%	-1%	.	-2%	-7%

7) COc1ccc(C(=O)NC(=S)Nc2ccc(CN3CCOCC3)cc2)cc1Cl
8) O=C(Nc1nc2ccccc2[nH]1)c1ccc(Cl)cc1
9) CCOc1ccc(NC(=O)[C@@H](NC(=O)c2ccccc2Br)C(C)C)cc1
10) COc1ccc(CCNC(=O)C2CCC(CNS(=O)(=O)c3ccccc3)CC2)cc1OC (stereo unspecified)
11) COc1ccc(NC(=S)Nc2ccc(N)c([N+](=O)[O-])c2)cc1
12) CC(C)[C@H](NC(=O)c1ccccc1)C(=O)OCC(=O)c1c(N)n(C)c(=O)n(C)c1=O

compound no.	7	8	9	10	11	12
FBPA coupling cs	.	-3	1	-2	-2	.
ASM inhibitor	-2%	1%	1%	.	-7%	5%
Tb PFK block	0%	-5%	-10%	-1%	-4%	0%
Menin MLL FP TR	.	23%	0%	-5%	.	.
GALK inh	2%	0%	-1%	-1%	-1%	.
BCR signal inh	?	?	-2%	5%	?	?
Giardia killer	-28	?	-16	.	6	3
PTAP TSG101 blk	-3%	-3%	0%	.	1%	-7%
a7 integrin act	20%	-19%	9%	.	-4%	7%
B2AR arrestin	0.7%	-1.1%	-0.1%	0.0%	0.1%	-0.2%
PKM2 activator	.	-18%	-6%	1%	-4%	.

13) COc1cccc(=O)c2c(C)n(C)c(C)c12
14) CC(Oc1ccc2c(-c3ccccc3)cc(=O)oc2c1)C(=O)NCCCN1CCOCC1 (stereo unspecified)
15) COc1ccc(-c2csc(NC(=O)c3nc(-c4ccccc4)oc3C)n2)cc1
16) Cc1nc(S/C(=C/c2ccc(OCc3ccc(C(=O)O)cc3)cc2)C(=O)O)n[nH]1
17) COc1ccc(S(=O)(=O)N2CCC(C)CC2)cc1Br
18) COc1c([N+](=O)[O-])c(=O)n(-c2ccccc2)c2ccccc12

compound no.	13	14	15	16	17	18
FBPA coupling cs	-19	.	3	16	2	1
ASM inhibitor	-9%	-1%	-3%	-4%	0%	2%
Tb PFK block	?	-1%	3%	20%	-2%	-2%
Menin MLL FP TR	2%	.	?	?	11%	-15%
GALK inh	0%	-1%	-2%	0%	-2%	1%
BCR signal inh	1%	1%	-2%	0%	0%	3%
Giardia killer	-24	-9	0	-8	6	-6
PTAP TSG101 blk	-4%	-10%	-11%	-5%	-7%	?
a7 integrin act	?	33%	15%	8%	13%	16%
B2AR arrestin	-0.3%	0.2%	0.5%	-1.2%	-0.2%	-0.5%
PKM2 activator	15%	.	1%	4%	7%	-35%

19) COc1cc(CN2CCNC(=O)C2CC(=O)N(C)CCC2CCOCC2)cc(OC)c1 (stereo unspecified)
20) O=C(CC1C(=O)OCC2CCCCN21)Nc1ccccc1C(F)(F)F (stereo unspecified)
21) CCCN1C2CCCC1CC(NC(=O)c1cccc([N+](=O)[O-])c1)C2 (stereo unspecified)
22) CCCn1nc(C(=O)OCC(=O)NC(C)c2ccccc2)c2ccccc2c1=O (stereo unspecified)
23) Cc1cc(N2C(=O)C(O)=C(C(=O)c3cccs3)C2c2ccccc2)no1 (stereo unspecified)
24) O=C(NCCN1CCOCC1)c1ccc2c(c1)N(Cc1ccc(Cl)cc1)CCS2

compound no.	19	20	21	22	23	24
FBPA coupling cs	.	-3	10	1	-5	0
ASM inhibitor	15%	-6%	-4%	-2%	3%	243%[activator]
Tb PFK block	-20%	0%	-8%	1%	9%	-2%
Menin MLL FP TR	.	0%	-10%	-9%	53%[activator]	.
GALK inh	-2%	-2%	.	16%	-1%	.
BCR signal inh	-1%	1%	3%	-5%	-2%	-2%
Giardia killer	10	0	16	-3	-18	-5
PTAP TSG101 blk	-6%	2%	0%	-3%	-13%	-4%
a7 integrin act	3%	3%	10µM*	11%	6%	7%
B2AR arrestin	0.1%	-0.1%	0.3%	-0.3%	-0.4%	-0.9%
PKM2 activator	.	3%	.	11%	0%	-1%

25) Cc1ccccc1CNC(=O)CC1C(=O)NCCN1CC1CCCCC1 (stereo unspecified)
26) CC1CN(c2nc(-c3ccccc3)nc3ccccc23)CC(C)O1 (stereo unspecified)
27) CCCC(=O)Nc1ccc(C(=O)NNC(=O)c2cccc([N+](=O)[O-])c2)cc1
28) CN(CCC#N)S(=O)(=O)c1cc2c3c(c1)CCN3C(=O)CC2
29) CCOC(=O)c1cc(C)sc1/N=C/C1=C(O)CCCC1=O
30) CCC/C(C#Cc1cc(OC)cc(OC)c1)=C1/c2ccccc2C(=O)N1c1ccccc1

compound no.	25	26	27	28	29	30
FBPA coupling cs	-1	1	0	1	-5	.
ASM inhibitor	2%	4%	-5%	3%	11%	5%
Tb PFK block	-1%	-4%	-3%	-6%	4%	9%
Menin MLL FP TR	?	15%	?	6%	-9%	.
GALK inh	9%	-1%	1%	4%	0%	.
BCR signal inh	-10%	9%	-4%	-3%	0%	?
Giardia killer	15	-3	-11	-21	-18	3
PTAP TSG101 blk	0%	1%	-1%	-2%	-17%	0%
a7 integrin act	1%	18%	11%	-32%[inhibitor]	13%	-17%
B2AR arrestin	-2.0%	-0.1%	-0.6%	0.1%	-0.1%	-2.2%
PKM2 activator	3%	0%	1%	.	2%	.

# Single records (already shown). Values in the order: FBPA coupling cs, ASM inhibitor, Tb PFK block, Menin MLL FP TR, GALK inh, BCR signal inh, Giardia killer, PTAP TSG101 blk, a7 integrin act, B2AR arrestin, PKM2 activator
# Shown for COc1ccc(-c2csc(NC(=O)c3nc(-c4ccccc4)oc3C)n2)cc1 : 3, -3%, 3%, ?, -2%, -2%, 0, -11%, 15%, 0.5%, 1%
# Shown for CCCC(=O)Nc1ccc(C(=O)NNC(=O)c2cccc([N+](=O)[O-])c2)cc1 : 0, -5%, -3%, ?, 1%, -4%, -11, -1%, 11%, -0.6%, 1%
# Shown for CN(CCC#N)S(=O)(=O)c1cc2c3c(c1)CCN3C(=O)CC2 : 1, 3%, -6%, 6%, 4%, -3%, -21, -2%, -32%[inhibitor], 0.1%, .
# Shown for O=C(Nc1nc2ccccc2[nH]1)c1ccc(Cl)cc1 : -3, 1%, -5%, 23%, 0%, ?, ?, -3%, -19%, -1.1%, -18%
# Shown for COc1ccc(CCNC(=O)C2CCC(CNS(=O)(=O)c3ccccc3)CC2)cc1OC (stereo unspecified) : -2, ., -1%, -5%, -1%, 5%, ., ., ., 0.0%, 1%

# The listing continues:
31) CC1CCN(C(=O)CSc2nnc(Cc3cccn3C)n2CCc2ccccc2)CC1
32) Cn1c(=O)c(=O)n(C)c2cc(S(=O)(=O)N3CCc4ccccc43)ccc21
33) COC(=O)c1ccc(NC(=O)c2ccc3nc(C)sc3c2)cc1
34) CC(=O)Oc1c(I)cc(I)cc1C(=O)Nc1ccc(Cl)cc1

compound no.	31	32	33	34
FBPA coupling cs	0	0	3	.
ASM inhibitor	1%	1%	-7%	-7%
Tb PFK block	0%	-1%	4%	1%
Menin MLL FP TR	-24%	2%	?	.
GALK inh	-2%	-1%	-5%	-8%
BCR signal inh	5%	0%	?	?
Giardia killer	9	12	35[activator]	-6
PTAP TSG101 blk	-11%	0%	0%	2%
a7 integrin act	-14%	-3%	13%	-59%[inhibitor]
B2AR arrestin	0.0%	0.3%	2.5%	-0.5%
PKM2 activator	0%	2µM*	-7%	-4%

# Assay outcomes as filed in PubChem BioAssay.
